Compound activity deposited in PubChem by several laboratories.
Scp-1 inhibitor = Scp-1 (human) phosphatase inhibition. Q9GZU7. Recombinant Scp1, phosphopeptide, malachite green phosphate absorbance. inhibition, % at 20 µM. 340,000 tested, 0.88% active. AID 493091;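 active = inhibition above about 50% at 20 µM, limit read from the data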;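 note: plate controls were DMSO wells with enzyme for no effect and wells lacking enzyme for full effect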
Target sequence (Q9GZU7 76-261 limits assumed): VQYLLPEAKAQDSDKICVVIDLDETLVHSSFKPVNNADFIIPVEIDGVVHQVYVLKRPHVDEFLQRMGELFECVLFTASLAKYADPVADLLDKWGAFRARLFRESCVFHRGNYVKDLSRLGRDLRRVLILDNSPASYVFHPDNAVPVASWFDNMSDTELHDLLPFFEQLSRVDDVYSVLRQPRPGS
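Test system: SCP-1 phosphatase catalytic domain, residues 76-261 | Compound dosing: One concentration, 20 µM, with 1.0% DMSO | Schedule: 45 min room-temperature reaction, 5 min colour, 30 min stabiliser | Detection: Absorbance at 630 nm | Read-out basis: % inhibition of SCP-1 phosphate liberation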
NRP1-CendR mod = modulators of CendR peptide binding to human neuropilin-1 | O14786 | FAM-RPARPAR peptide binding to NRP-1, fluorescence polarization | inhibition, % at 25 µM | 360,000 tested, 0.85% active | AID 602438;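 active = inhibition or corrected inhibition above about 18%, plus a signal ratio from 0.5 to 1.5, limit read from the data, passing the limit was not always enough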; note: strong numbers were not always called active
Target sequence (O14786 whole entry, looked up): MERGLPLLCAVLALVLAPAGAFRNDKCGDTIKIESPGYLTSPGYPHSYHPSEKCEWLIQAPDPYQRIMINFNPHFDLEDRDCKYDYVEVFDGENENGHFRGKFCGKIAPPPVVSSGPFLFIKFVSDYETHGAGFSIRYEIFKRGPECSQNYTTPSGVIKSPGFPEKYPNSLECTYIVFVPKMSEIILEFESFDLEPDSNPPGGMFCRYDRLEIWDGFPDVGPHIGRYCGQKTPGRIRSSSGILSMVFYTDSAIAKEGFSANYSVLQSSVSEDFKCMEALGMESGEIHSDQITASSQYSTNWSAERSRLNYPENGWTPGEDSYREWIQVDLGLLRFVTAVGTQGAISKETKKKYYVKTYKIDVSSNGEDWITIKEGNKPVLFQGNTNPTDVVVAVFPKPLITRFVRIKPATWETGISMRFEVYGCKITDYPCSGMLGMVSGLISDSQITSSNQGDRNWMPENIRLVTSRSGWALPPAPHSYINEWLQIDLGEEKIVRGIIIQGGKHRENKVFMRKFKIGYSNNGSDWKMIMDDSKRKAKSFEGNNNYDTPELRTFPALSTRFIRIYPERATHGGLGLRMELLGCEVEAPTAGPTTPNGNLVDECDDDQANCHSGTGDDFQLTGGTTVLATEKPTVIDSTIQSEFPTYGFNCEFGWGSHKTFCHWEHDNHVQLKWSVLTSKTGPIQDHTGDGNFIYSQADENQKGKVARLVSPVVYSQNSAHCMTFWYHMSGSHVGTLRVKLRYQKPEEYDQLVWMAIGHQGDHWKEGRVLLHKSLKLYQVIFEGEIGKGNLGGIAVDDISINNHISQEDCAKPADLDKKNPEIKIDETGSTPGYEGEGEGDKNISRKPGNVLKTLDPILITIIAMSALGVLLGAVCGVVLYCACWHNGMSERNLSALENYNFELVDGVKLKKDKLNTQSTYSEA
NadD inh = NadD (S. aureus) enzyme inhibition; 360,000 tested, 0.78% active; purified NadD enzyme, colorimetric absorbance read-out; AID 602399; inhibition, % at 20 µM; in the data active = inhibition above about 26%; note: some compounds past the cut are filed as inactive
Tb MetRS inh = Trypanosoma brucei MetRS inhibition. purified T. brucei MetRS, ATP depletion, Kinase-Glo luminescence. inhibition, % at 11.9 µM. AID 624268. 360,000 tested, 0.4% active;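 active = inhibition above a per-plate cutoff of the control wells' mean inhibition plus 3 SD, cut at about 5.5% in these data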;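 note: 0% = DMSO wells median and 100% = median of wells with control inhibitor compound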
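Material: T. brucei methionyl-tRNA synthetase, purified; reagent: substrates ATP, L-methionine and bulk Escherichia coli tRNA; dosing: 11.9 µM single point; timing: 15 min plus 2 h at 25 °C; detection: luminescence of leftover ATP; evaluation: % inhibition; control set: DMSO-only wells as low control; replicates: singlicate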
DNMT1 block = inhibitors of human DNMT1; P26358; DNMT1 molecular beacon, Hinp1I cleavage, fluorescence; inhibition (reported as % activation of signal), % at 10 µM; 360,000 tested, 0.83% active; in the data active = inhibition above about 50%
LMPTP inh = blocks human LMPTP phosphatase | P24666 | inhibition, % at 20 µM | 360,000 tested, 0.22% active | recombinant LMPTP-A, OMFP fluorogenic substrate, fluorescence intensity;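 active = compounds that cut the enzyme signal by at least half of the control window in the single-dose screen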;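 note: plate controls were DMSO wells with enzyme plus substrate for no effect and substrate without enzyme for full effect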
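Test system: LMPTP-A phosphatase enzyme. Amount: LMPTP-A at 0.625 nM final in the reaction. Reagent: OMFP substrate, 400 µM final. Times: 50 min at room temperature. Signal: endpoint fluorescence intensity from OMFP dephosphorylation. Read-out basis: % inhibition. Benchmarks: no-enzyme and uninhibited controls.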
STEP block = inhibitors of human striatal-enriched phosphatase STEP | 360,000 tested, 0.25% active | AID 588621 | inhibition, % at 20 µM | P54829 | recombinant STEP, OMFP fluorogenic substrate, fluorescence;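 active = inhibition at 20 µM, scaled per plate between control wells, above about 37%, limit read from the data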;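 note: 0% = DMSO with enzyme and substrate and 100% = substrate only without enzyme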
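Assay system: isolated STEP enzyme. Buffer or medium: pH 6.0 Bis-Tris with DTT and Tween 20. Also added: fluorogenic phosphatase substrate OMFP at 25 µM final. Dosing: 20 µM, 1% DMSO. Timing: 20 min reaction, room temperature, in the dark. Measured by: fluorescence intensity, excitation 480 nm, emission 540 nm. Evaluation: normalized % inhibition.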
Neddyl block = inhibitors of human cullin neddylation; AID 651699; 360,000 tested, 0.58% active; calls only at 25 µM; TR-FRET cullin neddylation, biochemical; P61081+Q13564; in the data active = inhibition above about 36%
SUMO1-SIM PPI = SUMO1-SIM interaction modulation | SUMO1 binding to a labelled peptide, TR-FRET, 1 h | 360,000 tested, 0.33% active | inhibition, % at 20 µM | P63165; in the data active = inhibition above about 37%
SKN-1 inh = C. elegans SKN-1 inhibition. inhibition, % at 21.8 µM. C. elegans VP596 Pgst-4::GFP/RFP ratio, acrylamide-induced, 24 h. 360,000 tested, 0.49% active. AID 624304;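 active = interference check ratio from 0.5 to 1.5 plus GFP to RFP signal ratio inhibition reaching or exceeding a fixed threshold, cut at about 30% in these data, passing the limit was not always enough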; note: some compounds called inactive have numbers as strong as hits
An asterisk follows results filed as active; i = inactive; x = no result given; + = active, no number.

SMILES	Scp-1 inhibitor	NRP1-CendR mod	NadD inh	Tb MetRS inh	DNMT1 block	LMPTP inh	STEP block	Neddyl block	SUMO1-SIM PPI	SKN-1 inh
OCCNCC1(O)C2CC3CC(C2)CC1C3 (stereo unspecified)	4.5	9.1	3.9	-0.7	-0.7	-0.8	-0.7	i	3.5	4.1
N/C(=N\NC(=O)c1ccc(F)cc1)c1cc2ccccc2oc1=O	-1.3	-0.9	-4.1	-0.8	-0.9	-0.7	-1.2	i	-8.8	-9.7
COc1cc(NC(=O)CSCC(=O)Nc2cccc(C(F)(F)F)c2)c(Cl)cc1Cl	-14.9	17.5	-12.6	-0.3	-2.7	1.8	0.1	i	44.3*	5.2
O=C(COc1ccccc1)N/N=C/c1sc(=O)n(Cc2cccc(C(=O)O)c2)c1Cl	13.8	-85.9	6.9	0.0	-0.8	2.1	2.9	i	-7.3	-0.4
Cn1cc2cc([N+](=O)[O-])ccc2n1	-2.6	-0.3	-6.5	-0.3	0.9	-1.6	-3.8	i	-26.2	-8.3
Cn1cccc1Cc1nnc(SCC(=O)Nc2nccs2)n1CCc1ccccc1	-4.2	-12.7	7.5	-2.0	-1.0	1.4	-1.1	i	-1.4	-3.1
COC(=O)CNC(=O)Cn1ccc2ccccc2c1=O	0.5	2.3	-1.9	-1.3	0.6	-1.7	-1.9	i	7.9	-8.4
O=C(O)c1cccc2c1C(=O)N(c1ccc3c(c1)Cc1ccccc1-3)C2=O	64.4*	-25.8	3.1	0.4	1.5	-1.1	4.5	i	-21.1	10.8
COC(=O)C1(Cc2cc(-c3ccc(Cl)cc3)no2)CCN(C(=O)OC(C)(C)C)CC1	-4.4	19.5	-7.1	-0.5	12.6	2.3	1.9	i	6.1	17.0
Cn1c(CNS(=O)(=O)c2ccc(Cl)cc2)n[nH]c1=S	0.5	2.7	-3.1	-0.3	-1.3	-3.9	0.8	i	6.5	-17.5

Profiles from above. Screens in order: Scp-1 inhibitor, NRP1-CendR mod, NadD inh, Tb MetRS inh, DNMT1 block, LMPTP inh, STEP block, Neddyl block, SUMO1-SIM PPI, SKN-1 inh
`N/C(=N\NC(=O)c1ccc(F)cc1)c1cc2ccccc2oc1=O` across the screens: -1.3, -0.9, -4.1, -0.8, -0.9, -0.7, -1.2, i, -8.8, -9.7
`O=C(O)c1cccc2c1C(=O)N(c1ccc3c(c1)Cc1ccccc1-3)C2=O` across the screens: 64.4*, -25.8, 3.1, 0.4, 1.5, -1.1, 4.5, i, -21.1, 10.8
`COC(=O)CNC(=O)Cn1ccc2ccccc2c1=O` across the screens: 0.5, 2.3, -1.9, -1.3, 0.6, -1.7, -1.9, i, 7.9, -8.4

Additional results follow.
SMILES	Scp-1 inhibitor	NRP1-CendR mod	NadD inh	Tb MetRS inh	DNMT1 block	LMPTP inh	STEP block	Neddyl block	SUMO1-SIM PPI	SKN-1 inh
Cc1cc(NC(=O)c2ccc(F)cc2)ccc1NC(=O)c1ccco1	-7.1	6.7	-5.0	-0.2	0.3	2.5	1.2	i	0.3	1.2
O=C(Cn1nnc(-c2ccccc2NC(=O)c2ccccc2F)n1)NC1CCCC1	-0.9	13.8	-0.9	0.1	5.4	0.9	0.7	i	-7.7	1.7
Cc1ccc(NCC(=O)Nc2ccc(Br)cc2)cc1F	-8.0	-14.1	1.6	0.6	2.9	-0.3	3.2	i	-1.5	4.6
COc1ccc(CCNC(=O)C2CCCN(Cc3nc(-c4ccccc4C)oc3C)C2)cc1OC (stereo unspecified)	-2.5	-8.3	-3.3	-0.6	-3.6	-0.1	-5.5	i	2.8	4.7
CCN1CC2([N+](=O)[O-])C=CC(=O)C([N+](=O)[O-])(C1)C2CC(=O)c1ccccc1 (stereo unspecified)	-2.2	10.0	13.1	-0.2	-13.7	2.4	3.6	i	-7.5	3.7
CCOC(=O)/C=c1\s/c(=C(\C#N)C(=O)NC)n(-c2ccccc2)c1=O	3.2	-1.0	-1.8	-0.9	6.7	0.1	1.3	i	-12.3	-14.5
O=C(CN1CCCCC1)NCCNc1ccc(C(F)(F)F)cc1[N+](=O)[O-]	-7.1	0.2	1.7	1.6	1.1	-1.1	1.7	i	-19.7	-3.8
O=C1c2ccccc2C(=O)N1CCCc1cn(C[C@H]2CC[C@H](Cn3cc(CCCN4C(=O)c5ccccc5C4=O)nn3)O2)nn1	15.4	-9.4	4.2	-2.0	4.7	-1.7	1.5	i	-5.7	7.2
O=C(NCCN1CCCCC1)Nc1ccc(F)c(Cl)c1	3.1	-0.1	-11.9	1.8	-3.8	-3.5	-2.6	i	2.3	-12.3
C/C=C(\C)C(=O)NCCN1C2=NC[C@H](Cc3ccc(O)cc3)N2C[C@H]1Cc1ccc(O)cc1	-2.7	0.2	-4.4	-0.4	-0.9	4.1	-0.6	i	-9.9	7.0
CCOC(=O)c1cc(C(C)(C)C)oc1CN	10.1	8.8	-3.2	0.1	0.6	0.6	-1.6	i	1.8	9.5
CN1CCS/C1=C\C=C1/SC(=S)N(CC(=O)O)C1=O	8.7	134.8	2.6	-0.4	62.9*	27.3	2.8	i	-244.6	-9.3
CCC(C)(NC(=O)c1ccccc1)C(=O)O (stereo unspecified)	-4.2	-7.1	0.7	-0.8	-2.4	-0.5	-0.9	i	-1.8	7.5
Cc1ccc(NC(=O)NC2CC(=O)N(c3ccc4c(c3)OCCO4)C2)cc1C (stereo unspecified)	-0.6	-4.7	-5.4	-0.4	2.2	0.8	-0.7	i	-3.4	3.0
COc1ccc(OC)c(CN2CCN(C(=O)c3cc4ccccc4cc3O)CC2)c1	-4.8	7.2	1.9	0.0	-1.8	0.3	0.6	i	-14.7	12.2
CCOC(=O)[C@]12CCC=C1N(CCC1=CCCCC1)C(=O)[C@H](CC(=O)NCCCN1CCCC1=O)C2	x	-18.7	-1.2	-0.6	x	-0.2	x	i	1.9	5.3
Cc1ccc(-c2nn(-c3ccccc3)cc2C(=O)Nc2cccc(S(=O)(=O)NC3=NCCC3)c2)cc1	x	-11.4	-1.4	-0.3	-14.3	0.7	-1.5	i	1.4	10.9
O=C1c2cc(Cl)ccc2-c2c(O)cc(Cl)cc21	-10.5	-17.8	26.0	0.0	0.1	11.6	-2.3	i	-14.4	-0.7
Oc1ccc(/C=N/n2c(COc3ccccc3)n[nH]c2=S)cc1O	14.4	-81.5	-0.1	0.0	6.8	-0.2	3.0	i	-4.9	23.2
COCC1CCN(C(=O)c2cc(COc3cccc4cnccc34)on2)CC1	-5.2	6.8	1.7	-0.5	-1.3	-1.4	14.7	+	-15.7	11.4
CC(C)CCNc1nc(N)c([N+](=O)[O-])c(N2CCCCCC2)n1	2.0	-12.6	-7.5	-0.5	-0.7	9.4	-2.3	i	0.3	17.1
CCOC(=O)N1CCN(C(=O)CNC(=O)c2ccccc2F)CC1	-2.7	16.7	2.2	0.0	-1.7	-1.3	-2.2	i	1.6	-5.3
COc1ccc(C2CC(=O)C=C(NNS(=O)(=O)c3ccc(C)cc3)C2)cc1 (stereo unspecified)	-2.1	-6.5	2.9	-0.5	-2.6	-0.6	-3.4	i	-5.1	-6.0
COc1cccc(NC(=O)CN2CCN(c3ccc(F)cc3)CC2)c1	-7.5	3.8	-1.7	-1.0	-4.3	-2.0	-0.3	i	2.3	-6.6
O=C(O)CCC(=O)N1N=C(c2c(-c3ccccc3)c3cc(Cl)ccc3[nH]c2=O)CC1c1ccccc1 (stereo unspecified)	-7.3	0.2	20.4	0.1	1.4	0.0	1.9	i	13.9	13.1
CSc1nc(N)nc2c1ncn2CC(=O)NCC(c1ccccc1)c1ccccc1	4.1	0.3	-0.5	0.0	-0.5	-0.8	1.7	i	5.4	14.7
CCCCS(=O)(=O)N1CCCC(C(=O)Oc2ccc(Cl)cc2)C1 (stereo unspecified)	-11.7	1.6	-4.3	-1.7	9.4	-0.4	-2.5	i	-3.0	4.5
COc1ccc2nc(SC(C)C(=O)NC3CCCC3)[nH]c2c1 (stereo unspecified)	-3.5	-6.5	1.8	0.2	-0.6	0.6	-1.3	i	1.4	3.5
Cc1ccc(S(=O)(=O)N2[C@@H](CCO)OC[C@H]2C(C)C)cc1	x	1.0	x	-0.5	x	-2.1	x	i	-3.5	3.0
CN(C(=O)CCN1C(=O)/C(=C/c2ccccc2F)SC1=S)C1CCS(=O)(=O)C1 (stereo unspecified)	12.9	6.1	1.9	-0.2	-0.3	-0.6	1.4	i	-32.1	6.9
Brc1ccc2ncc(Br)cc2c1	-6.3	0.0	-1.3	1.0	2.2	-1.3	-2.6	i	-5.6	2.4
CN(C)S(=O)(=O)c1cc(NC(=O)CNCc2ccc(F)cc2)ccc1Cl	-0.5	-2.5	-9.8	-0.7	-3.4	0.0	1.0	i	-4.7	2.7
Cc1cccnc1NC(=O)C1CCN(S(=O)(=O)c2ccc3c(c2)CCC(=O)N3)CC1	-6.1	-10.1	-1.4	-0.1	-0.9	-1.0	2.0	i	3.3	2.2
CC(C)N1C(=O)C2(OCCCO2)c2cc(Br)ccc21	3.6	7.8	-7.8	-1.6	-4.2	0.3	-2.6	i	-8.3	4.0
COc1ccc2c(c1)[C@H]1[C@H](CO2)[C@H](c2ccccc2)[C@]2(C)C(=O)Nc3ccccc3C(=O)N12	-8.6	13.6	-5.6	-0.4	-1.8	0.9	1.2	i	4.1	18.7
C=C(C)CNC(=S)N/N=C/c1ccc(N2CCOCC2)cc1	-6.7	-7.0	-2.0	-0.1	-1.4	-0.2	1.3	x	-9.0	4.1
CCN(CC(=O)NCCN1CCOCC1)S(=O)(=O)c1ccc(F)cc1	-0.6	8.1	1.2	-0.6	4.2	0.4	0.3	i	5.2	5.8
O=C1C2Sc3[nH]c(=O)sc3C(c3ccccc3)C2C(=O)N1c1ccccc1 (stereo unspecified)	-5.7	-1.8	2.2	-0.1	0.0	0.4	-4.3	i	-3.0	3.5
Cc1ccc(S(=O)(=O)N2CCOCC2)cc1C(=O)c1nccn1C	-8.3	-1.3	-3.9	0.2	-2.5	-1.0	-1.6	i	1.9	4.8
CCC(C)Sc1nc2c(c(=O)[nH]1)C(c1cccs1)C1=C(CCCC1=O)N2 (stereo unspecified)	-12.9	14.9	9.3	0.2	14.9	0.4	1.9	i	8.6	7.8
Nc1ncnc2nc(SCc3ccccc3)[nH]c12	2.6	2.9	-6.5	0.3	0.7	5.6	0.0	i	0.0	2.9
CC(=O)c1ccc(NC(=O)CCc2c(C)nn(-c3ccc(N4CCOCC4)nn3)c2C)cc1	-4.0	6.6	6.0	-0.1	1.5	-1.4	0.8	i	-2.8	2.8
CCOC(=O)c1c(C)c(C(=O)NCc2ccco2)c(C)n1CC	-0.8	5.0	-1.9	0.0	-3.2	-0.2	0.7	i	0.6	-3.2
CCOc1cc2c(C)cc(=O)oc2cc1Cl	-6.3	-6.4	-3.3	0.2	-0.4	-0.6	0.8	i	1.8	13.9
